RAD52 anneal inh: RAD52 DNA annealing inhibitors, primary screen, biochemical, FRET, single point, set 2 | AID 651710, 2012 | DNA repair protein RAD52 homolog (Homo sapiens), P43351 | inhibition, % at 18.7 µM | hit rate 0.46% among 360,000 | recombinant RAD52 DNA annealing, FRET fluorescence;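 active = every replicate showing at least 50% inhibition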
PGC1a acetyl inh: inhibitors of PGC1a acetylation signal, primary screen, cell-based, U2OS, AlphaScreen, inhibitor mode. AID 651687, 2012. hit rate 0.17% among 350,000. inhibition, % at 15.6 µM. AlphaScreen anti-acetyl-lysine; with virally co-expressed GCN5 acetyltransferase;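 active = every replicate shows inhibition of at least 40%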;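 also: 0% = neutral control wells and 100% = positive control wells; some results beyond the cut were filed as inactive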
E-sel inducer: E-selectin induction in HUVECs, primary screen, imaging, HUVEC, immunofluorescence imaging, single point; activation, % at 7.58 µM; P16581; normalized: neutral wells 0, TNF-alpha wells 100; hit rate 0.37% among 260,000;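 active = mean E-selectin-positive cell signal at least 10% of the positive control, reached in at least 60% of replicates, without over 20% cell loss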;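 also: in these data hits start at about 27%; measured in HUVEC primary endothelial cells; signal is the percent of cells scored E-selectin positive by PE staining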
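System: HUVEC / Compound: single concentration / Signal: immunofluorescence imaging / Read-out: percent E-selectin-positive cells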
PglD inh: C. jejuni PglD acetyltransferase inhibitors, primary screen, biochemical, DTNB colorimetric, single point. purified PglD enzyme, DTNB colorimetric CoA detection. inhibition, % at 12.5 µM. hit rate 0.098% among 360,000; in the data active = inhibition above about 16%, passing the limit was not always enough; also: strong numbers were not always called active
ERAP1 HTS inh: human ERAP1 aminopeptidase inhibitors, primary screen, biochemical, single point, plate reader; recombinant ERAP1, Leu-AMC fluorescence, 60 min; inhibition, % at 10.7 µM; hit rate 0.15% among 340,000; AID 652197, 2013;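 active = mean replicate inhibition of at least 30%, or all replicates individually reaching that 30% level; inactive = mean below 30% and not every replicate reaching it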;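 also: 0% = neutral control wells and 100% = L-leucinethiol positive control wells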
Cneo AK release: Cryptococcus neoformans cell lysis inducers, primary screen, AK release luminescence, single concentration | C. neoformans lysis, adenylate kinase release luminescence, 4 h; normalised: neutral wells 0, clomiphene wells 100 | lysis activity, % at 15 µM | hit rate 0.2% among 360,000;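 active = mean lysis activity across replicates of at least 80%, whatever share of replicates individually reach that level; inactive = mean lysis activity below 80%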
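Material – Cryptococcus neoformans yeast cells · Quantity – 5 × 10^6 yeast cells/mL · Buffer or medium – YPD medium · Compound – single dose · Timing – 4 h static compound exposure, 37 °C, read 1 h post-reagent · Signal – adenylate kinase release luminescence · Read-out basis – lysis from increased AK signal · Benchmarks – Clomiphene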
miR-122 sensor: miR-122 Renilla sensor signal increase in Huh7, primary screen, miR-122 inhibitor project, cell-based, single point, plate reader; hit rate 0.3% among 340,000; AID 602342, 2012; activation (reporter increase), % at 12.5 µM; Huh7 miR-122 Renilla luciferase sensor, 48 h; neutral wells = 0, positive control = 100;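 active = mean replicate activation score at least 90 and every replicate individually at or above 90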;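 also: higher luciferase means less miR-122 activity so hits act as miR-122 inhibitors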
RAD54 inh: inhibitors of human RAD54 branch migration, primary screen, biochemical, fluorescence, single point | RAD54 Holliday junction branch migration, FAM/BHQ fluorescence | hit rate 0.14% among 360,000 | AID 602329, 2012 | inhibition, % at 10.4 µM;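 active = mean normalized replicate activity at least 40 and at least half of replicates scoring 40 or more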;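 also: 0% = median of neutral control wells and 100% = median of positive control wells; inhibitors cause a drop in the FAM fluorescence signal; in these data hits start at about 50%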
Target sequence (Q92698 whole entry, looked up): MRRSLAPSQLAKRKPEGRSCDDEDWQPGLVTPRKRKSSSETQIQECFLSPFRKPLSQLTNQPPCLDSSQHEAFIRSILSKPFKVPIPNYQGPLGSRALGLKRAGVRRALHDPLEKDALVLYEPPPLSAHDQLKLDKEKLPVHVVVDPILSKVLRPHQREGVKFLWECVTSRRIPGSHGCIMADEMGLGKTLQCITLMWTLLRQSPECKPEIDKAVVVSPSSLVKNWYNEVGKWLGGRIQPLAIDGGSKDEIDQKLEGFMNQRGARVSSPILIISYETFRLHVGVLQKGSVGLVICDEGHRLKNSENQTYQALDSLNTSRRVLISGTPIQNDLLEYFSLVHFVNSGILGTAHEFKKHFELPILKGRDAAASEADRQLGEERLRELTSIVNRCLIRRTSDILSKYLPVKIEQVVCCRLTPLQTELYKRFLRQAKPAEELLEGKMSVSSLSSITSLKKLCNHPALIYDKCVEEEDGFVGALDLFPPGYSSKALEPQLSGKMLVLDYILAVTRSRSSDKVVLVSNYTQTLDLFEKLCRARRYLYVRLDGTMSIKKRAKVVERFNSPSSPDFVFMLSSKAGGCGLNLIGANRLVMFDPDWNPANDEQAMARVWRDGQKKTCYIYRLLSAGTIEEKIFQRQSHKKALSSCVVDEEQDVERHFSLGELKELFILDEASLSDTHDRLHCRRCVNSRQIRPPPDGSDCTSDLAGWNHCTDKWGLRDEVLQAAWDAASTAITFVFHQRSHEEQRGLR
Numbers without * were called inactive; / = not tested or not shown; [ ] = dose if it differs, or a comment. This is a random part of the collection; any-hit rate near 1.4%.

SMILES	RAD52 anneal inh	PGC1a acetyl inh	E-sel inducer	PglD inh	ERAP1 HTS inh	Cneo AK release	miR-122 sensor	RAD54 inh
CC(=O)CN1Cc2ccccc2/C1=N\C(=O)Nc1ccccc1	/	-4	/	0	/	0	-4	5
Cc1ccc2cccc(N=Cc3c(C)[nH]n(-c4ccccc4)c3=O)c2n1	/	6	/	-3	/	6	-2	2
O=C(Nc1ccc(S(=O)(=O)N2CCCCC2)cc1)c1ccccc1F	-14	/	/	-2	0	2	/	2
C#CCOCCOCCOCCNc1nc(N2CCN(C(=O)[C@H](CCCCN)n3cc(CN)nn3)CC2)nc(N2CCN(C(=O)[C@H](CCC(=O)O)n3cc([C@@H](N)CCSC)nn3)CC2)n1	3	-3	0.3	-1	-3	6	-3	-17
CCc1nnc(NC(=O)CSc2nc3c(c(=O)n2CC)SC(C)C3)s1 (configuration not stated)	-1	/	1.8	0	5	2	/	-7
C[C@H]1CCCCO[C@@H](CN(C)C(=O)Cc2ccccc2)[C@@H](C)CN([C@@H](C)CO)C(=O)c2cc(NC(=O)c3ccncc3)ccc2O1	8	-2	0.3	/	0	/	/	/
O=C(N/N=C/c1ccco1)c1cc(-c2ccccc2)nc2ccccc12	-24	16	/	0	-5	-21	/	0
COc1ccc2[nH]c(C)c(CN3CCC(C)CC3)c(=O)c2c1	/	-2	/	-4	/	5	/	4
O=C(NCc1ccccn1)C1CCN(C(=O)c2cc3sccc3n2Cc2ccc(F)cc2)CC1	-28	-11	2.2	-4	8	2	-2	2
Cc1ccc(C(=O)OCc2nc3ccsc3c(=O)[nH]2)o1	-14	/	/	1	2	1	/	4
COc1ccc(Nc2nnc(-c3ccc(C(=O)NCCO)cc3)c3ccccc23)cc1	8	-51	0.5	3	5	0	-7	3
O=C(Nc1ccc(Cl)c(Cl)c1)Nc1nccs1	-17	-1	0.3	-4	/	-2	22	5
COc1ccc(CN(C)C[C@H]2OCCCC[C@H](C)Oc3ccc(NS(=O)(=O)c4cccs4)cc3C(=O)N([C@H](C)CO)C[C@@H]2C)cc1	17	-5	-0.1	-2	4	-2	4[16.7 µM]	-2
Cc1cc(NC(=O)COC(=O)c2ccc([N+](=O)[O-])cc2Cl)no1	8	/	-0.4	-5	-2	2	/	4
O=C(Nc1cccc(S(=O)(=O)C(F)(F)F)c1)[C@H]1C[C@H](O)[C@@H](CO)O1	-32	4	-0.2	2	-2	0	-6	-8
Cc1cc(OCCN2CCOCC2)ccc1Cl	-2	2	/	2	4	4	-3	6
O=C1CSC(c2cccnc2)N1c1ccc(Cl)cc1 (configuration not stated)	-19	4	8.9	3	-2	-3	-4	1
COc1ccc(CN2CCNC(=O)C2CC(=O)NC2CCCCCCC2)cc1OC (configuration not stated)	-58	16	/	-7	3	-4	-5	-2
COc1ccc2cc(/C=N/O)c(Cl)nc2c1	-4	19	3.5	/	2	/	-8	/
COc1ccccc1NS(=O)(=O)c1ccc(Cl)c(NC(=O)c2sc3cc(Cl)ccc3c2Cl)c1	-3	-2	2.8	/	2	/	/	/
C[C@@H]1CCCCO[C@H](CN(C)Cc2ccc3c(c2)OCO3)[C@H](C)CN([C@@H](C)CO)C(=O)c2cc(NS(=O)(=O)c3ccc(F)cc3)ccc2O1	31	-5	/	-8	2	32	-10[16.7 µM]	-5
CCCn1c(SCC(=O)Nc2c(C)cccc2CC)nnc1C(C)C	/	-8	/	1	/	1	-15	5
CCN(CC)c1ccc(NS(=O)(=O)c2ccc(OC)cc2)cc1	-3	5	3.0	/	0	/	/	/
CS(=O)(=O)c1ccc(C(=O)NCc2ccc(F)cc2)cc1	7	3	0.0	0	-1	0	-1	9

Some of these compounds in order of count of non-hydrogen atoms, lowest first.
SMILES	RAD52 anneal inh	PGC1a acetyl inh	E-sel inducer	PglD inh	ERAP1 HTS inh	Cneo AK release	miR-122 sensor	RAD54 inh
COc1ccc2cc(/C=N/O)c(Cl)nc2c1	-4	19	3.5	/	2	/	-8	/
Cc1cc(OCCN2CCOCC2)ccc1Cl	-2	2	/	2	4	4	-3	6
Cc1ccc(C(=O)OCc2nc3ccsc3c(=O)[nH]2)o1	-14	/	/	1	2	1	/	4
CS(=O)(=O)c1ccc(C(=O)NCc2ccc(F)cc2)cc1	7	3	0.0	0	-1	0	-1	9
COc1ccc2[nH]c(C)c(CN3CCC(C)CC3)c(=O)c2c1	/	-2	/	-4	/	5	/	4
CCN(CC)c1ccc(NS(=O)(=O)c2ccc(OC)cc2)cc1	-3	5	3.0	/	0	/	/	/
O=C(Nc1cccc(S(=O)(=O)C(F)(F)F)c1)[C@H]1C[C@H](O)[C@@H](CO)O1	-32	4	-0.2	2	-2	0	-6	-8
CCCn1c(SCC(=O)Nc2c(C)cccc2CC)nnc1C(C)C	/	-8	/	1	/	1	-15	5
Cc1ccc2cccc(N=Cc3c(C)[nH]n(-c4ccccc4)c3=O)c2n1	/	6	/	-3	/	6	-2	2
COc1ccc(CN2CCNC(=O)C2CC(=O)NC2CCCCCCC2)cc1OC (configuration not stated)	-58	16	/	-7	3	-4	-5	-2
COc1ccc(Nc2nnc(-c3ccc(C(=O)NCCO)cc3)c3ccccc23)cc1	8	-51	0.5	3	5	0	-7	3
COc1ccccc1NS(=O)(=O)c1ccc(Cl)c(NC(=O)c2sc3cc(Cl)ccc3c2Cl)c1	-3	-2	2.8	/	2	/	/	/
O=C(NCc1ccccn1)C1CCN(C(=O)c2cc3sccc3n2Cc2ccc(F)cc2)CC1	-28	-11	2.2	-4	8	2	-2	2
C[C@H]1CCCCO[C@@H](CN(C)C(=O)Cc2ccccc2)[C@@H](C)CN([C@@H](C)CO)C(=O)c2cc(NC(=O)c3ccncc3)ccc2O1	8	-2	0.3	/	0	/	/	/
C[C@@H]1CCCCO[C@H](CN(C)Cc2ccc3c(c2)OCO3)[C@H](C)CN([C@@H](C)CO)C(=O)c2cc(NS(=O)(=O)c3ccc(F)cc3)ccc2O1	31	-5	/	-8	2	32	-10[16.7 µM]	-5
C#CCOCCOCCOCCNc1nc(N2CCN(C(=O)[C@H](CCCCN)n3cc(CN)nn3)CC2)nc(N2CCN(C(=O)[C@H](CCC(=O)O)n3cc([C@@H](N)CCSC)nn3)CC2)n1	3	-3	0.3	-1	-3	6	-3	-17

(list continues)
SMILES	RAD52 anneal inh	PGC1a acetyl inh	E-sel inducer	PglD inh	ERAP1 HTS inh	Cneo AK release	miR-122 sensor	RAD54 inh
O=C(c1ccccc1C(=O)N1CCN(c2ccccc2)CC1)N1CCN(c2ccccc2)CC1	/	4	/	2	/	1	-9	-43
Cc1ccc(S(=O)(=O)N2CCCC(CCC(=O)NCc3ccccc3F)C2)s1 (configuration not stated)	-15	5	/	/	2	/	4	/
COc1ccc(-c2nnc(SCC(=O)NC(C)c3ccccc3)o2)cc1OC (configuration not stated)	/	-5	/	4	/	1	2	-8
COc1ccc(NC(=O)CS(=O)CC(=O)N2CCN(C3CCCC3)CC2)cc1 (configuration not stated)	-24	/	/	3	-2	5	-4	1
CC(C)NC(=O)Nc1ccc2c(c1)C(=O)N([C@@H](C)CO)C[C@@H](C)[C@H](CN(C)C(=O)Nc1ccc(C(F)(F)F)cc1)OCCCC[C@H](C)O2	-10	8	-0.1	0	-4	2	-7[16.7 µM]	6
CCc1cc2cccc(C)c2nc1SCC(=O)c1ccc(NC(C)=O)cc1	/	-6	/	0	/	-1	2	2
Cn1c(SCC2CCCO2)nnc1-c1ccncc1 (configuration not stated)	/	14	/	4	/	0	3	8
O=C(N1CCOCCOc2ccccc2OCCOCC1)C(F)(F)F	18	5	0.5	5	6	3	-4	-12
CSc1nnc(CSCc2ccc(Cl)cc2Cl)n1-c1ccccc1	/	0	/	5	/	-1	9	5
CC(C)C#Cc1ccc2c(c1)O[C@H](CN(C)C(=O)CC1CC1)[C@H](C)CN([C@@H](C)CO)S2(=O)=O	4	-2	-0.9	-2	1	0	4[16.7 µM]	-3
O=C(N/N=C/c1ccc2c(c1)OCO2)c1ccc(NS(=O)(=O)c2cccs2)cc1	-19	-15	1.8	/	1	/	-3	/
COc1ccc(N(C(=O)CNC(=O)c2ccco2)C(C(=O)NCC2CCCO2)c2ccccc2)c(OC)c1 (configuration not stated)	-7	5	-0.1	2	0	0	-3	-4
COC(=O)/C(=C\c1c(OC)cc(OC)cc1OC)C(=O)c1ccc2c(c1)OCO2	-21	/	-0.1	4	-2	0	/	5
CCOC(=O)c1cc(C(C)C)sc1NC(=O)COC(=O)c1nccnc1N	-9	0	-0.2	-1	-1	5	/	1
O=C(C[C@H]1C[C@H]2c3cc(NC(=O)Cc4ccncc4)ccc3O[C@H]2[C@@H](CO)O1)NCc1ccncc1	-10	11	-0.8	-2	-2	-11	-3[16.7 µM]	2
C[C@H](O)C#Cc1cnc2c(c1)C(=O)N([C@H](C)CO)C[C@H](C)[C@@H](CN(C)CC1CCOCC1)O2	-10	5	0.5	-6	1	8	5[16.7 µM]	10
COc1ccc(CSc2n[nH]c(=O)[nH]c2=O)cc1	-14	7	-0.2	2	2	0	-5	0
CNC(=O)C(=O)Nc1cc2c3c(c1)C(C)C(=O)N3CCC2 (configuration not stated)	-3	-6	/	5	-1	0	2	-1
CCCCNS(=O)(=O)c1ccc2nc(SCC(=O)Nc3cccc(F)c3)[nH]c2c1	/	-4	/	4	/	-4	70	6
COc1ccc2[nH]cc(CCNC(=O)CCC3CCCCC3)c2c1	-10	10	/	-11	-3	2	3	4
CC(=O)c1cccc(NS(=O)(=O)c2ccc3c(c2)oc(=O)n3C)c1	/	8	/	0	/	1	208*	-7
CCCCCCN[C@H]1CCC2C3CC=C4C[C@@H](O)CC[C@]4(C)C3CC[C@@]21C (some centres not stated)	24	-9	-0.1	/	-1	/	13	/
CCOC(=O)Cc1csc(NC(=O)CSc2nnc(-c3ccc(NS(=O)(=O)CC)cc3)o2)n1	/	-2	/	0	/	5	0	-5
O=C(CN1C(=O)NC2(CCCCCC2)C1=O)Nc1ccc(Cl)c([N+](=O)[O-])c1	-12	/	1.3	1	-2	7	/	5
CO[C@@H]1CN(C)C(=O)c2ccc(NS(=O)(=O)c3cn(C)cn3)cc2OC[C@H](C)NC[C@@H]1C	1	36	-0.2	2	/	17	/	-9
CCN1CCN(S(=O)(=O)c2ccc(Cl)c(C(=O)NC3CC3)c2)CC1	-12	1	/	-4	2	-1	-3	-12
CC(=O)Nc1ccc(S(=O)(=O)N(C)CC(=O)N/N=C/c2cccc(O)c2)cc1	-10	6	-0.8	/	-12	/	/	/
CCC(CC)c1nnc(NC(=O)Cc2ccccc2[N+](=O)[O-])s1	4	4	6.8	/	-1	/	0	/
O=C1NC[C@@H](c2ccccc2)OC(=O)[C@H](Cc2ccc(F)cc2)C/C=C\C[C@@H]1CC(=O)N(CCO)Cc1ccccc1	-7	8	0.3	0	3	0	-8	-1
COc1ccc(CCNC(=O)COC(=O)c2ccc(Br)o2)cc1OC	/	3	/	1	/	-2	-1	2
CCCCn1c(N)c(N(CC(C)C)C(=O)c2cc3c(s2)CCC3)c(=O)[nH]c1=O	/	/	/	-1	/	-3	4	9

Screens: PubChem BioAssay, Broad Institute
